# TbREL1 inh: TbREL1 inhibition, primary screen | P86926 | TbREL1 RNA ligation, FRET fluorescence | inhibition, % at 9.66 µM | hit rate 0.49% among 89,000 | AID 1117264;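 active means inhibition above the mean inhibition across all screened compounds plus 3 SD, cut at about 11% in these data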;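 further: 0% = plate median of test wells and 100% = NSC42067 control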
# Target sequence (P86926 whole entry, looked up): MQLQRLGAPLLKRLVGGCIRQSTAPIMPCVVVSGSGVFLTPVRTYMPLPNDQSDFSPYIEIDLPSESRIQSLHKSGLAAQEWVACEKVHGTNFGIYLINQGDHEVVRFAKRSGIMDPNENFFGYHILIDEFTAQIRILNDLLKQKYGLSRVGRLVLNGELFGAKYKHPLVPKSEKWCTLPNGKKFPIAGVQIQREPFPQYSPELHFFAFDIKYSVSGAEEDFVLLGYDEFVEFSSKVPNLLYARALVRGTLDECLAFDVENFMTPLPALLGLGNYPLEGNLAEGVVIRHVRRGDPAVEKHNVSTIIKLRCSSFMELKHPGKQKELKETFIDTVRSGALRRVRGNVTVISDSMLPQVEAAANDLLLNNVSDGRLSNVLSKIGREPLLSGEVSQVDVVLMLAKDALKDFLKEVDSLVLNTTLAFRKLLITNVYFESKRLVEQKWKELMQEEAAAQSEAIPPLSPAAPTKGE
# * hit, by the source's call. This is a subset; count on the stated rates, not on these rows.
TbREL1 inh	Compound
0.3	CN(c1ccc(OCC(=O)Nc2ccc3[nH]c(=O)[nH]c3c2)cc1)S(=O)(=O)c1ccc(Cl)cc1
-4.3	Cc1[nH]c2ccccc2c1C(c1ccccn1)N1CCC(C)CC1 (stereo unspecified)
4.5	COc1cccc(OC)c1OCCCCc1c(C)n[nH]c1C
-1.4	Cn1c(=O)oc2cc(S(=O)(=O)N3CCN(Cc4ccc5c(c4)OCO5)CC3)ccc21
-1.9	Cc1ccc(S(=O)(=O)Nc2c(C)nn(C)c2C)cc1C
3.3	O=C(O/N=C1\CCS(=O)(=O)c2sccc21)c1ccccc1
-1.1	COc1nc2ccccc2nc1CCC(=O)O
-2.7	Cc1sc(NC(=O)Cn2[nH]c(=O)c3ccccc3c2=O)nc1-c1ccccc1
4.5	CCCC[C@H]1C2CC(OC(=O)Nc3ccc(Br)cc3)C(C2)[C@H]2CCCCN21 (stereo partly specified)
8.3	NC(=S)N=Nc1c(O)n(Cc2ccc(Br)cc2)c2ccccc12
-1.7	CC(C#Cc1c([C@@H](C)Oc2ccccc2)nnn1Cc1ccccc1)Oc1ccccc1 (stereo partly specified)
3.3	CCOC(=O)C1C(c2ccccc2O)NC(=O)NC1(O)C(F)(F)F (stereo unspecified)
7.7	COc1ccc(-c2nc(SC)n(C)c(=O)c2C#N)cc1OC
1.8	CC(C)NC(=O)CN(Cc1ccc(F)cc1)C(=O)CCC(=O)Nc1nccs1
4.0	Cc1ccc(C(=O)CS(C)(=O)=O)cc1
1.4	Cc1ccc(C(=O)NNC(=O)c2csc(N3CCOCC3)n2)o1
0.1	Cc1nn(C)c(C)c1NS(=O)(=O)c1c(C)n[nH]c1C
4.8	CN1C2CCC1/C(=C\c1ccccc1)C(=O)/C2=C\c1ccccc1
-2.4	CC1CCN(CC(=O)Nc2sc3c(c2C#N)CCC3)CC1
3.0	O=[N+]([O-])c1ccccc1CCc1ccccc1[N+](=O)[O-]
0.5	Nc1ccn([C@@H]2O[C@H](C(=O)N3CCCN(Cc4cccs4)CC3)[C@@H](O)[C@H]2O)c(=O)n1
-1.9	Cc1cc(C)n(-c2ccc(C(=O)Nc3ccccc3N3CCOCC3)cc2)n1
4.0	O=C(N[C@@H]1C/C=C\C[C@@H](CC(=O)N(CCO)Cc2ccccc2)C(=O)N[C@H](Cc2ccccc2)COC1=O)OCC1c2ccccc2-c2ccccc21
-2.4	CCC(=O)Nc1ccc(C(=O)CSc2nc3ccc(C)cc3[nH]2)cc1
5.3	N#CCCN(C(=O)CN1CCN(S(=O)(=O)c2ccc(Cl)s2)CC1)c1ccc(F)cc1
-1.9	CCOC(=O)c1cnc(SC)nc1Oc1cccc(NC(=O)c2ccc(Cl)cc2)c1
0.7	COc1cccc(N2CCN(S(=O)(=O)c3c(C)[nH]c(C)c3C(=O)N3CCCC3)CC2)c1
-4.6	CC1=C(C(=O)OCc2ccccc2)C(c2cccnc2)c2c(n(C)c(=O)n(C)c2=O)N1 (stereo unspecified)
-0.1	CCN(CC)CCN(C(=O)CCOc1ccccc1)c1nc2ccc(F)cc2s1
0.1	COCCNCC(=O)NC12CC3CC(CC(C3)C1)C2
1.4	COc1cc(N=c2ssnc2Cl)cc(OC)c1OC
3.2	CCC(NC(=O)c1cc(COc2ccc(F)cc2Cl)on1)c1ccncc1 (stereo unspecified)
2.1	CC(OC(=O)c1cccc(-n2cnnn2)c1)c1nc2ccccc2c(=O)[nH]1 (stereo unspecified)
0.7	CC1CCN(c2nc(-c3ccncc3)nc3ccccc23)CC1
0.2	C/C(=N/NC(=O)c1ccc(NC(=O)c2ccc(F)cc2)cc1)c1ccccc1
5.0	CCCC1(C(=O)O)NC(c2cccc(OC)c2O)C2C(=O)N(c3ccccc3)C(=O)C21 (stereo unspecified)
-1.8	CCc1ccc2c(c1)[C@]1(C(=O)N2)[C@@H]2C(=O)N(Cc3ccccc3)C(=O)[C@@H]2[C@@H]2CCCN21
1.0	O=C(N/N=C/c1ccc(O)cc1)c1cc[n+](Cc2ccccc2)cc1
4.2	COc1ccc(Oc2nc(-c3ccccc3)ncc2C(=O)O)cc1
0.1	COC(=O)c1ccccc1NC(=O)CCCn1nc([N+](=O)[O-])cc1C
-0.2	CCN(CC)S(=O)(=O)c1ccc2c(c1)nc(SCC(=O)N(C)C1CCS(=O)(=O)C1)n2CC (stereo unspecified)
-1.9	CCOC(=O)/C(C#N)=C\c1cccnc1
0.3	CCC(=O)c1cn(CC(=O)NCc2cccnc2)c2ccccc12
-2.4	COC(=O)c1ccc(C(=O)OC)c(NC(=S)N2CCC(N3CCCCC3)CC2)c1
-2.9	CCCCNC(=O)/C=C/c1ccc(OC)c(Br)c1
-0.5	COc1ccc(C(CNC(=O)c2cccc(S(=O)(=O)Nc3ccccc3OC)c2)N2CCCCC2)cc1 (stereo unspecified)
2.1	COCCCNC(=O)C(F)(F)C(F)(F)C(=O)NCCCOC
2.7	C[C@H]1COc2cc(N3CCSCC3)ccc2S(=O)(=O)N1
0.7	CCCn1c(SCC(=O)Nc2ccc(S(=O)(=O)N3CCOCC3)cc2)n[nH]c1=O
-2.8	CO/N=C\Cc1oc(=O)c(NC(=O)c2ccccc2)cc1C(=O)OC

# Further compounds
TbREL1 inh	Compound
1.5	CCN(CC)S(=O)(=O)c1cccc(NC(=O)CN2C(=O)NC3(CCC(C)CC3)C2=O)c1 (stereo unspecified)
1.0	CCCn1c(NC(=O)c2cccc(S(=O)(=O)N3CCCC3)c2)nc2ccccc21
-5.5	Cc1cc(C)c(NC(=O)CN2CCOCCOCCOCCOCC2)c(C)c1
1.6	CCC(=O)c1ccc(OCC(=O)OCC(=O)N2CCCc3ccccc32)cc1
2.2	Cn1c(SCC(N)=O)nnc1-c1ccc(S(=O)(=O)N2CCCC2)cc1
-1.0	Cc1cc(C)c(OCC(=O)Nc2nnc(C3CC3)s2)c(C)c1
-3.5	CC[C@@H]1C/C=C\Cc2ccccc2[C@@H](C(=O)C[C@H](O)CC(C)=O)OC1=O
1.9	O=C(C1CCC(CNS(=O)(=O)c2cccs2)CC1)N1CCN(c2ccc(F)cc2)CC1 (stereo unspecified)
1.7	COC(=O)C[C@H]1CC[C@@H]2[C@H](COc3ccc(NC(=O)NCc4ccccc4)cc3C(=O)N2C)O1
-3.3	CC(=O)c1cc(CN2CCC(N3CCC(C(=O)N4CCCC4)CC3)CC2)cs1
1.5	CC(=O)c1ccc(NC(=O)COC(=O)Cn2cnc3ccccc32)cc1
2.0	CCn1c(COc2cccc(OC)c2)nnc1SCC(=O)N1CCOCC1
-2.7	CC(C)(C)c1ccc(OCC(=O)N/N=C/c2ccc(N3CCOCC3)cc2)cc1
2.9	CCN1CCc2c(sc(NC(=S)NC(=O)c3ccccc3)c2C#N)C1
0.4	Cc1ccc(S(=O)(=O)N2CCCC2C(=O)OCc2nc3ccccc3s2)cc1 (stereo unspecified)
1.4	CCCCNc1ccc(C(CC(N)=O)NC(=O)Cc2ccc(Br)cc2)cc1[N+](=O)[O-] (stereo unspecified)
6.9	COc1ccc([C@H]2C=C(C(=O)O)O[C@@H](OCCCCO)C2)cc1
0.3	CN(C)c1ccc(-c2nn3c(-c4ccc(Cl)cc4)nnc3s2)cc1
0.2	Cc1cccc(C(=O)Nc2onc(C)c2C#N)c1
3.7	C[C@H]1CN([C@@H](C)CO)C(=O)Cc2cc(NC(=O)CCC(F)(F)F)ccc2O[C@H]1CN(C)S(=O)(=O)c1ccc(F)cc1
-3.7	Cc1ccc(NC(=S)N2CCC(N(C)CC3CCCO3)CC2)cc1C (stereo unspecified)
-1.7	CCCCN1C(=O)C(NC(=O)c2cccnc2)(C(F)(F)F)C2=C1CC(C)(C)CC2=O (stereo unspecified)
0.4	CC1CCCC(C)N1/N=C/c1cccc([N+](=O)[O-])c1 (stereo unspecified)
-1.5	O=C(C1CCN(c2ncnc3c2sc2cccc(F)c23)CC1)N1CCN(Cc2ccccc2)CC1
0.9	Cc1ccc(-c2ccc(=O)n(CC(=O)NCc3ccc(F)cc3)n2)cc1
6.1	Cc1ccc(O)c(/C=N/NC(=O)CN2CCCC2)c1
9.1	CCCCC1OC23CCCCC2C(C#N)(C#N)C1(C#N)C(=N)O3 (stereo unspecified)
3.8	CC(C)CN(C(=O)c1ccc(N2CCCC2=O)cc1)c1c(N)n(Cc2ccccc2)c(=O)[nH]c1=O
2.3	Cc1cc(Nc2ccccc2F)n2nc(C)nc2n1
-3.3	Fc1ccc(C2c3[nH]c4ccccc4c3CCN2Cc2cccn2-c2ncccn2)cc1 (stereo unspecified)
-2.2	CC(=O)c1cc(NC(=O)c2ccc([N+](=O)[O-])cc2)c(=O)oc1C
8.1	NC(Cc1ccccc1)c1csc(Nc2ccc(C(F)(F)F)cn2)n1 (stereo unspecified)
1.2	CCOC(=O)c1c(NC(=O)COC(=O)c2nccnc2N)sc2c1CCC2
-2.3	COC[C@@H]1CCCN1c1ccc2c(c1)O[C@H](C)CCN(C1CC1)S2(=O)=O
7.8	CCCCC(=O)Nc1ccccc1C(=O)N1CCOCC1
-1.1	CCOC(=O)Nc1ccc2c(CNC(C)c3ccccc3OC)cc(=O)oc2c1 (stereo unspecified)
-0.3	COC(=O)NC1CCC(CC2CCC(NC(=O)OC)CC2)CC1 (stereo unspecified)
2.2	Cc1ccc(C)c(NC(=O)c2ccc(CS(=O)(=O)Cc3ccccc3C)o2)c1
-1.6	COc1ccc(/C=N/Nc2ncnc3sc4c(c23)CCCC4)cc1OC
3.0	CN(Cc1ccncn1)C(=O)C1CCC(=O)N(Cc2cccc(C(F)(F)F)c2)C1 (stereo unspecified)
1.1	COc1ccccc1C(=O)NCC(=O)OCc1csc(-c2ccccc2)n1
4.6	CC(=O)c1c(C)[nH]c(C(=O)Nc2ccccn2)c1C
-2.1	COCCCn1c(=O)c2ccccc2n(CC(=O)N2CCCc3ccccc32)c1=O
-0.8	COc1ccc(NC(=O)C2Cc3c(-c4ccc(Cl)cc4)ccnc3O2)cn1 (stereo unspecified)
-1.8	Cn1c(N)c(S(=O)(=O)NCc2ccc(F)cc2)c(=O)n(C)c1=O
2.6	Cc1noc(C)c1COC(=O)c1ccccc1Sc1ccccc1C#N
1.2	Cc1ccc(-c2nnc(Oc3ccc(NC(=O)c4ccccc4)cc3)c3ccccc23)cc1
0.8	NC(=O)CN1CCN(C(=O)Nc2ccccc2)CC1
2.5	COCCn1c(-c2cccc(Br)c2)nc2c(c(=O)c3ccccc3n2C)c1=O
2.4	CC(C)CC(=O)Nc1ccc(C(=O)NN2C(=O)c3ccccc3C2=O)cc1

# Three entries already listed, ordered by the value under TbREL1 inh, largest number first:
TbREL1 inh	Compound
3.8	CC(C)CN(C(=O)c1ccc(N2CCCC2=O)cc1)c1c(N)n(Cc2ccccc2)c(=O)[nH]c1=O
1.1	COc1ccccc1C(=O)NCC(=O)OCc1csc(-c2ccccc2)n1
-1.6	COc1ccc(/C=N/Nc2ncnc3sc4c(c23)CCCC4)cc1OC

# Later entries.
TbREL1 inh	Compound
-1.2	Cc1ccc(NC(=O)C2CCCN2C(=O)NC2CCCCC2)c(C)c1 (stereo unspecified)
1.9	CC(C)Cn1c(N)c(C(=O)COC(=O)c2ccccc2C(=O)c2ccccc2)c(=O)n(C)c1=O
3.1	CCOC(=O)/C=C1\CN(Cc2cc(OC)c(OC)c(OC)c2)S(=O)(=O)c2ccccc21
2.5	O=C1c2ccccc2S(=O)(=O)c2cc(N3CCN(c4ccccc4)CC3)ccc21
0.2	COc1ccc(S(=O)(=O)N2CCC(C(=O)NCc3cccnc3)CC2)cc1C
5.2	O=C(Cn1nc(-c2ccccc2F)ccc1=O)Nc1ccc(S(=O)(=O)N2CCCCCC2)cc1
2.5	CC(C)Oc1cccc(C(=O)O)c1
5.8	CC1CCN(C(=O)c2nc[nH]c2C(=O)OCCNC(=O)OC(C)(C)C)CC1
-2.1	Cc1ccccc1N=C1Nc2ccccc2CS1
0.1	CCOc1cc(/C=C2/SC(=O)N(CC(=O)N3CCc4ccccc4C3)C2=O)ccc1OCC(=O)O
-1.1	CCN1C(=O)[C@H]2[C@@H](c3ccc(C)cc3)N3C(=O)N(c4ccc(C)cc4)C(=O)[C@@]3(Cc3ccccc3)[C@H]2C1=O
-1.1	Cc1[nH]nc2c1-c1nc3ccccc3nc1C(C)(C)C2
2.3	CCC(C(=O)N/N=C(\C)c1cccnc1)c1ccccc1 (stereo unspecified)
-0.3	COC(=O)c1cc(C(=O)OC)n(Cc2ccc(F)cc2)n1
-3.9	Cc1ccc(NC(=O)COC(=O)CCc2c[nH]c3ccccc23)c(C)c1
5.0	CC(=O)Nc1cccc(NC(=O)COC(=O)CO/N=C(\C)c2ccc3c(c2)OCO3)c1
0.1	C[C@H]1CN([C@@H](C)CO)C(=O)c2cc(Br)cnc2O[C@@H]1CN(C)C(=O)CN(C)C
-0.2	CC(C)CNC(=O)CSc1nnc(-c2ccccn2)n1Cc1ccccc1
-1.4	CCCC(=O)Nc1nc(-c2ccccc2)ns1
0.8	COc1ccccc1NC(=O)c1cnc(SCC(=O)NCC2CCCO2)n(C)c1=O (stereo unspecified)
-2.7	O=C(NCc1ccccc1)c1onc(CSc2ccncc2)c1C(=O)NCc1ccccc1
1.6	CC(C)(C)c1nnc(N/N=C/c2ccc(Br)cc2)n(N)c1=O
3.9	COc1ccc(OCc2cc(C(=O)NC3Cc4ccccc4C3)no2)c(Cl)c1
-1.0	Cc1nc2ccccc2nc1N1CCCCC1
-1.6	CC(C)C[C@H]1CN(CCCC[C@@H]2CNC(=O)C(=O)N2CCc2ccccc2)C(=O)C(=O)N1Cc1ccccc1
2.8	CCOC(=O)C(C)c1nc2ccccc2[nH]c1=O (stereo unspecified)
-0.4	c1ccn2cc(-c3ccc4c(c3)OCCO4)nc2c1
2.8	COc1ccccc1-c1nnc(NC(=O)c2ccccc2F)o1

# Retrieved by structure from the list above (two):
TbREL1 inh	Compound
3.8	CC(C)CN(C(=O)c1ccc(N2CCCC2=O)cc1)c1c(N)n(Cc2ccccc2)c(=O)[nH]c1=O
4.8	CN1C2CCC1/C(=C\c1ccccc1)C(=O)/C2=C\c1ccccc1

# Three compounds already listed, ordered by molecular weight, low to high.
TbREL1 inh	Compound
2.5	O=C1c2ccccc2S(=O)(=O)c2cc(N3CCN(c4ccccc4)CC3)ccc21
3.1	CCOC(=O)/C=C1\CN(Cc2cc(OC)c(OC)c(OC)c2)S(=O)(=O)c2ccccc21
-2.7	O=C(NCc1ccccc1)c1onc(CSc2ccncc2)c1C(=O)NCc1ccccc1

# Compound activity (PubChem)
